STAT3 activator: increases IL-6 driven STAT3 reporter signal; U3A cells, IL-6 STAT3-luciferase reporter, luminescence; 100% = signal with IL-6 EC80 alone; activation (% of control), % at 5.6 µM; 190,000 tested, 0.91% active; AID 871;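 active = activation above the screen-wide mean of compound activation plus 3 SD, cut at about 130% in these data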;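 also: 0% = background luminescence of wells with medium and substrate only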
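Detection: reporter luminescence signal / Assay system: STAT1-lacking human U3A cells, STAT3 luciferase reporter / Incubation: compound pre-incubation 1 h before IL-6, then 6 h stimulation at 37 °C / Control set: IL-6-only high control / Read-out: % activation relative to IL-6 control / Probe or stimulus: Interleukin-6, 33 ng/mL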
Efa HMGR inh: inhibitors of class II HMG-CoA reductase from Enterococcus faecalis; AID 1066; purified E. faecalis HMGR, NADPH absorbance 340 nm kinetic; 190,000 tested, 0.41% active; inhibition, % at 10 µM;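 active = inhibition above a set limit, the median over all tested compounds plus 3 SD, cut at about 9.5% in these data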;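 also: enzyme runs in reverse so mevalonate oxidation gives rising NADPH absorbance; 0% = complete reaction with DMSO and 100% = background rate lacking mevalonate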
Hsp70 act: Hsp70 transcriptional activation, primary screen | HeLa Hsp70 promoter luciferase reporter, luminescence; scaled: vehicle 0, proteasome-inhibitor control 100% | activation, % at 10 µM | 200,000 tested, 0.04% active | AID 1203;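 active = activation above the mean across all tested compounds plus 3 SD, cutoff set per campaign, cut at about 5.5% in these data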;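 also: 100% = MG132 at 30 µM as the positive control and 0% = DMSO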
Redox H2O2 prof: compounds producing H2O2 with reducing agent – biochemical, NIH compound library profiling, artefact control for MLSCN library redox annotation, primary screen; activation, % at 10 µM; 200,000 tested, 0.03% active; DTT-dependent redox cycling H2O2, phenol red/HRP absorbance; 100% = 100 µM peroxide control, 0% = buffer; AID 878;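 active = activation of at least 50% relative to the plate's high and low controls in the primary single-dose screen; inactive = activation below 50%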;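 also: compound incubated with DTT at 0.8 mM final as the reducing agent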
NF-kB neuron act: compounds increasing NF-kB expression in human neuronal cells; NF-kB reporter expression; active compounds read high; fold change at 12.5 µM; 190,000 tested, 1.6% active; AID 1239; in the data active = fold change above about 3.3
STAT1 act: activators of IFN-gamma induced STAT1 signaling; AID 932; NIH 3T3 STAT1-luciferase reporter, luminescence; 100% = IFN-gamma alone, no compound; 200,000 tested, 2.6% active; activation (% of control), % at 5.5 µM;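 active = activation above the screen-wide mean activation plus 3 SD, cut at about 130% in these data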;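 also: raw ratio to IFN-gamma control signal so 100% means no change and 0% no light; values of inactives mirror those of a sister screen read the other way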
STAT3 blocker: reduces IL-6 driven STAT3 reporter signal; U3A cells, IL-6 STAT3-luciferase reporter, luminescence; host cell line lacks STAT1; inhibition, % at 5.5 µM; 190,000 tested, 0.89% active;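 active = inhibition above the mean inhibition across all screened compounds plus 3 SD, cut at about 44% in these data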;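 also: 0% = DMSO only wells and 100% = 100 µM nifuroxazide control wells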
TLR4-MyD88 BLA: inhibitors of human TLR4-MyD88 binding; O00206+Q99836; HeLa CL3-4 TLR4/MyD88 BLA complementation, FRET ratio; inhibition, % at 8.4 µM; 200,000 tested, 0.18% active; AID 861; in the data active = inhibition above about 25%;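 also: 0% = vehicle and 100% = reference inhibitor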
Target sequence (O00206 whole entry, looked up): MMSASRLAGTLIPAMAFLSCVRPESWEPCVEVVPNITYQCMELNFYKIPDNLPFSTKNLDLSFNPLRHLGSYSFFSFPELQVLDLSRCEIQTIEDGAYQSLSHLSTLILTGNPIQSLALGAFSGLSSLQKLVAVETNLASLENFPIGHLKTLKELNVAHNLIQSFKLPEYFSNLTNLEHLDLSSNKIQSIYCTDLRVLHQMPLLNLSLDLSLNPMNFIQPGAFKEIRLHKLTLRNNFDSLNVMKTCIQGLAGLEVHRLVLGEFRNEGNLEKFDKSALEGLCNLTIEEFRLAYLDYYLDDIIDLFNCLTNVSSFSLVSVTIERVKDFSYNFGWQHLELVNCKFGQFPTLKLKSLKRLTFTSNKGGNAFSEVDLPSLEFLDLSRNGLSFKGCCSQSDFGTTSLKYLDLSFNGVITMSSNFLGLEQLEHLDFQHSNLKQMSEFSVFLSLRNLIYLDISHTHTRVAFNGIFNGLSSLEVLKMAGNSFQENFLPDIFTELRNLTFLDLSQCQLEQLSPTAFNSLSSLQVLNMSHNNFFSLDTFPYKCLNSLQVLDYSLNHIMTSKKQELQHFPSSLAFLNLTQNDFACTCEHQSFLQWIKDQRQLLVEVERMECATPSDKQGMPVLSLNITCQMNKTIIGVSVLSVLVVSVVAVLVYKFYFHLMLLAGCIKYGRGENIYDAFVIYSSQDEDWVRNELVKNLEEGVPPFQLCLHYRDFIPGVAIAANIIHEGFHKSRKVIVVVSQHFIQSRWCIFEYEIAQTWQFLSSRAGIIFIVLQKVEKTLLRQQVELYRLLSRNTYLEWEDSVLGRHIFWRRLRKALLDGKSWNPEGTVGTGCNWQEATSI
Target sequence (Q99836 whole entry, looked up): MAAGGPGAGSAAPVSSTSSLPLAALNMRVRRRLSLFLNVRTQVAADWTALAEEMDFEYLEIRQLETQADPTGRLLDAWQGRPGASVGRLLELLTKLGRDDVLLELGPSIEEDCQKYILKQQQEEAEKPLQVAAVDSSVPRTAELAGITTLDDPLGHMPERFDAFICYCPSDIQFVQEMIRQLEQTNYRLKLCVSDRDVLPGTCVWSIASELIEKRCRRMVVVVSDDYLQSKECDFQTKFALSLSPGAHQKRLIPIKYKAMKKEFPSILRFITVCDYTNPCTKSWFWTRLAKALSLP
APP 5'UTR act: APP 5'UTR luciferase reporter activation; activation, % at 2 µM; 190,000 tested, 1% active; SH-SY5Y APP 5'UTR luciferase reporter, luminescence; zero percent = DMSO vehicle wells;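 active = activation above a set limit, based on mean plus 3 SD of controls, cut at about 140% in these data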; also: values of inactives mirror those of a sister screen read the other way
STAT1 inh: STAT1 signaling inhibition. NIH 3T3 STAT1-luciferase reporter, IFN-gamma, luminescence. inhibition, % at 5.5 µM. 200,000 tested, 0.35% active. AID 920;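 active = inhibition above a set limit, the mean inhibition across all tested compounds plus 3 SD, cut at about 34% in these data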;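 also: 0% = IFN-gamma with DMSO and 100% = IFN-gamma with 300 µM nifuroxazide; values of inactives mirror those of a sister screen read the other way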
* hit, by the source's call; / = not tested or not shown.

SMILES | STAT3 activator | Efa HMGR inh | Hsp70 act | Redox H2O2 prof | NF-kB neuron act | STAT1 act | STAT3 blocker | TLR4-MyD88 BLA | APP 5'UTR act | STAT1 inh
O=S(=O)(NCC1CCCO1)c1ccc(Oc2ccccc2)cc1 (configuration not stated) | 88 | -1 | -0.4 | 3.3 | 0.93 | 90 | 19 | -5 | 1 | 11
CCC1CN(C(=O)Nc2ccc(C)cc2)c2cc(C)ccc2O1 (configuration not stated) | 96 | -2 | -0.3 | 0.6 | 2.2 | 104 | 10 | -9 | 2 | -4
O=C(O)CSc1c2c(nc3cc(C(=O)N4CCOCC4)ccc13)CCCC2 | 105 | -3 | -0.2 | -2.4 | 1.1 | 99 | -3 | 6 | -6 | 1
NC(=O)C[C@@H]1NC(=O)[C@H](CCC(=O)O)NC(=O)c2cc([N+](=O)[O-])cc(I)c2OCC[C@@H](C(N)=O)NC1=O | 102 | -3 | 1.4 | 0.5 | 1 | 104 | -5 | -3 | 2 | -4
CC(=O)Nc1ccc(SCC(=O)c2cc(C)n(-c3ccccc3F)c2C)cc1 | 55 | -7 | -0.4 | 0.2 | 0.51 | 145* | 54* | -7 | 78 | -51
O=C(CC1C(=O)N(c2ccccc2)C(=O)N1C1CCCCC1)Nc1ccccc1 (configuration not stated) | 106 | 2 | 0.0 | -1.9 | 1.2 | 103 | -6 | 6 | -16 | -3
N#Cc1c(NC(=O)CN2C(=O)c3ccccc3C2=O)oc(-c2ccccc2)c1-c1ccccc1 | 109 | / | -0.2 | 0.9 | / | 103 | -7 | 11 | -24 | 1
CCNC(=S)N1CCNC(=O)C1CC(=O)OC (configuration not stated) | 93 | -6 | -0.3 | 0.5 | 0.96 | 94 | 8 | 2 | -6 | 7
O=c1c2ccccc2nc(/C=C/c2ccc(O)cc2)n1CCc1ccccc1 | 97 | 0 | -0.6 | 0.2 | 0.6 | 93 | 4 | 0 | 18 | 8
O=C(NCc1ccc(F)cc1)C(c1ccccc1)N(CC1CCCO1)C(=O)Cn1nnc2ccccc21 (configuration not stated) | 103 | -3 | -0.5 | 0.7 | 1.1 | 108 | -3 | 5 | -11 | -8
NC(=O)Cn1nc(C(F)(F)F)c2c1CCCC2 | 100 | -3 | -0.2 | 0.0 | 1.7 | 103 | 3 | 1 | 5 | -5
COC(=O)CN1C(=O)C(O)(CC(=O)c2ccc(C)cc2)c2ccccc21 (configuration not stated) | 107 | -2 | -0.1 | -0.2 | 1.1 | 100 | -4 | -2 | 1 | -2
Cc1cccc(Cn2nnc3c2C(=O)c2ccccc2C3=O)c1 | 99 | -4 | -0.4 | 0.3 | 0.85 | 107 | 5 | -4 | -16 | -3
CC(C)Cn1c(-c2ccc(F)cc2)n[nH]c1=S | 98 | -6 | -0.2 | 1.9 | 0.98 | 108 | 6 | 3 | 0 | -9
CC(=O)/C=C/c1ccc(C)o1 | 108 | -6 | -0.3 | 0.2 | 1.2 | 114 | -8 | -6 | 0 | -16
Cc1cccc2cc(CN(CCCN3CCOCC3)Cc3nnnn3C(C)(C)C)c(=O)[nH]c12 | 106 | 0 | -0.1 | -0.1 | 1.1 | 103 | -3 | 2 | -11 | -3
COc1ccc(CN2CCn3ncc(C(=O)Nc4cccc(C)c4)c3C2=O)cc1 | 105 | -1 | -0.3 | 2.8 | 1.1 | 102 | -2 | 9 | 15 | -2
Cc1ccc(C2(O)CN(c3ccccc3C)C3=[N+]2CCS3)cc1 (configuration not stated) | 101 | -3 | -0.1 | 0.5 | 0.88 | 92 | -6 | -5 | -1 | 8
O=c1[nH]cnc2nn(-c3ccccc3)nc12 | 90 | -2 | 0.9 | -2.2 | 1.4 | 109 | 18 | 11 | -2 | -8
Clc1ccc(Cc2noc(-c3cccs3)n2)cc1 | 105 | -2 | -0.1 | -2.5 | 1.9 | 121 | 0 | 7 | 34 | -21
CCOC(=O)c1c(C)[nH]c(C(=O)CC(=O)OC)c1C | 87 | -3 | -0.6 | -0.5 | 1.1 | 110 | 18 | 7 | 6 | -13
CC1(C)Cc2c(sc3nnn(Cc4ccccc4)c(=O)c23)CO1 | 103 | 0 | -0.4 | 0.4 | 1 | 98 | -9 | -8 | 6 | 2
COCCNC(=O)c1cc(-c2ccc3c(c2)OCO3)on1 | 83 | 0 | 0.1 | -0.8 | 2.6 | 96 | 24 | 12 | 33 | 4
CS(=O)(=O)c1ccc2nc(NC(=O)CN3C(=O)C4CC=CCC4C3=O)sc2c1 (configuration not stated) | 96 | -7 | 0.0 | -2.1 | 1 | 107 | 9 | 0 | -7 | -8
O=C(CCc1nc2ccccc2s1)OCC(=O)c1ccccc1 | 104 | -9 | 0.0 | 0.5 | 1.3 | 114 | -10 | 9 | 23 | -16
Cc1cc(N2CCN(c3ccccc3)CC2)n2cc(-c3ccccc3)nc2n1 | 99 | -4 | -0.3 | 1.9 | 1.1 | 104 | 8 | 7 | 5 | -4
CC(=O)c1ccc(NC(=O)c2ccc(CSc3ccccc3)o2)cc1 | 108 | 1 | -0.4 | 0.1 | 1.1 | 102 | -15 | 7 | 12 | -3
CCNC(=S)N/N=C/c1sccc1C | 89 | -3 | 0.1 | -0.1 | 1.4 | 109 | 18 | 11 | -3 | -8
CCOC(=O)c1sc(NC(=O)CNCc2cccnc2)c(C(=O)OCC)c1C | 97 | 3 | 0.1 | -1.2 | 1 | 107 | 5 | 13 | 1 | -8
Cn1cc(S(=O)(=O)N2CCN(Cc3ccccc3)CC2)c(=O)n(C)c1=O | 108 | 1 | -0.5 | 0.1 | 1.1 | 98 | 0 | -11 | -1 | 3
C(=N\n1cnnc1)/C1CCCCC1 | 101 | -2 | 0.0 | -0.6 | 1.1 | 102 | 5 | -5 | 3 | -2
Brc1cccc(/C=N/Nc2nn[nH]n2)c1 | 100 | -9 | -0.3 | -0.4 | 1.2 | 104 | 5 | -3 | 3 | -6
C=CCNC(=O)CN1C2CCCC1CC(NC(=O)c1ccccc1C)C2 (configuration not stated) | 97 | -2 | 0.1 | 0.2 | 1.1 | 90 | 10 | -4 | 7 | 10
COc1ccc(CCNC(=O)Cc2ccc(OCc3ccccc3)c(OC)c2[N+](=O)[O-])cc1OCc1ccccc1 | 98 | 3 | -0.4 | -0.6 | 0.87 | 84 | 8 | -12 | 14 | 17
CCC(C)(C)n1nnnc1C(c1cc2cccc(C)c2[nH]c1=O)N1CCN(C(=O)c2ccco2)CC1 (configuration not stated) | 97 | -1 | 0.0 | 2.1 | 1.2 | 98 | 6 | 11 | -12 | 2
CN(C)c1ccc(C(=O)NCC2CCCO2)cc1 (configuration not stated) | 111 | -7 | 0.0 | 1.4 | 1.7 | 128 | -12 | -11 | 35 | -30

Continued; the last two above are carried over.
SMILES | STAT3 activator | Efa HMGR inh | Hsp70 act | Redox H2O2 prof | NF-kB neuron act | STAT1 act | STAT3 blocker | TLR4-MyD88 BLA | APP 5'UTR act | STAT1 inh
CCC(C)(C)n1nnnc1C(c1cc2cccc(C)c2[nH]c1=O)N1CCN(C(=O)c2ccco2)CC1 (configuration not stated) | 97 | -1 | 0.0 | 2.1 | 1.2 | 98 | 6 | 11 | -12 | 2
CN(C)c1ccc(C(=O)NCC2CCCO2)cc1 (configuration not stated) | 111 | -7 | 0.0 | 1.4 | 1.7 | 128 | -12 | -11 | 35 | -30
COC(=O)CCN1CCN(S(=O)(=O)c2cccc(Br)c2)CC1 | 109 | -10 | -0.1 | -0.9 | 0.96 | 98 | -6 | -4 | 32 | 0
CN(CC(=O)Nc1ccccc1C(F)(F)F)C(=O)COc1cccnc1[N+](=O)[O-] | 108 | -3 | 0.0 | -0.3 | 0.94 | 104 | -1 | 0 | 16 | -5
CC[C@H](C)[C@@H](NC(=O)O[C@@H]1C(=O)c2cc(Br)ccc2O[C@H]1c1ccc2c(c1)OCO2)C(=O)OC | 97 | -8 | -0.1 | 0.2 | 1.3 | 90 | 1 | -4 | 8 | 10
COC(=O)C(CC(C)C)NC(=O)c1ccc([N+](=O)[O-])c(C)c1 (configuration not stated) | 108 | 0 | -0.3 | 2.4 | 0.91 | 100 | 0 | 1 | 6 | 0
Cc1nc(Nc2c(Cl)cccc2Cl)sc1C(=O)Nc1ccccc1 | 94 | -7 | -0.1 | 0.4 | 0.79 | 93 | 9 | -1 | -15 | 7
C/C(=N\NC(=O)c1ccc(CSc2nncn2C)cc1)c1ccc2ccccc2c1 | 100 | -2 | -0.2 | -0.3 | 1.5 | 105 | -3 | -9 | 8 | -3
CCCCCn1c(CN2CCN(c3cccc(Cl)c3)CC2)nc2c1c(=O)[nH]c(=O)n2C | 106 | -4 | 0.2 | 1.0 | 0.69 | 94 | -6 | -3 | 3 | 6
O=S1(=O)CCN2C=C(Br)C=C(Br)C2=N1 | 105 | 4 | -0.2 | -1.3 | 1.3 | 109 | -3 | -5 | 2 | -10
CCSc1nc2cc(OC)c(OC)cc2c(=O)n1CCc1ccccc1 | 89 | -1 | 0.0 | 0.3 | 1.1 | 97 | 14 | 10 | -11 | -1
CCOC(=O)Nc1ccc(NC(=O)c2ccccc2F)cc1 | 99 | -2 | 0.0 | 0.1 | 1.8 | 119 | 1 | 11 | 47 | -21
Cc1ccc(-c2nc3ccccc3c(=O)n2NC(=O)COc2ccccc2)cc1 | 98 | -4 | -0.1 | -0.3 | 1.1 | 108 | 1 | 8 | 4 | -9
COC(=O)Cc1ccc(NC(=S)NCc2cccc(OC)c2)cc1 | 100 | -5 | 0.5 | -2.2 | 0.92 | 99 | 3 | -5 | 22 | 0
Cc1ccc(NS(=O)(=O)c2ccc(NS(=O)(=O)c3cccs3)cc2)cc1 | 102 | 0 | -0.2 | 0.0 | 0.87 | 103 | 4 | 5 | 5 | -3
Cc1ccc(Nc2nc(-c3ccc(S(=O)(=O)N4CCOCC4)cc3)cs2)cc1 | 80 | / | -0.1 | 2.7 | / | 106 | 33 | 4 | -2 | -7
Cc1cccc(COCC(Cc2ccccc2)N2CCN(C(=O)c3ccc(Cl)c(Cl)c3)CCC2=O)c1 (configuration not stated) | 100 | -5 | -0.1 | 1.5 | 0.66 | 92 | -2 | -10 | 8 | 8
COc1cccc(-c2cnc(NCc3cc(Cl)ccc3O)n2C)c1 | 92 | -2 | -0.2 | 1.0 | 0.92 | 95 | 12 | -4 | 2 | 5
CCOCCCNS(=O)(=O)c1ccc2c(c1)CCN2C(=O)CC | 100 | 0 | -0.3 | -0.8 | 1 | 89 | 6 | -9 | 6 | 12
COc1ccc(CN(C)C(c2ccccc2)c2nnnn2-c2ccccc2C)c(OC)c1C (configuration not stated) | 104 | 4 | -0.4 | -0.2 | 0.78 | 102 | -5 | 4 | 24 | -2
Cn1nnc2c(NCc3ccco3)nccc21 | 95 | -6 | -0.1 | -0.4 | 1.3 | 95 | 11 | -10 | -1 | 6
Cc1ccccc1C(=O)Nc1ccc(O)cc1C(=O)O | 94 | -11 | 0.0 | -0.5 | 0.95 | 101 | 14 | -14 | 15 | -3
COc1cccc(CC(=O)Nc2nc(-c3cccnc3)cs2)c1 | 93 | -3 | -0.1 | -0.1 | 0.81 | 98 | 6 | -26 | 6 | 2

High-throughput results: PubChem, several laboratories
